NSD2 inh: inhibitors of human NSD2 methyltransferase; NSD2-SET H3K36me1 DELFIA fluorescence, biochemical; inhibition, % at 12.5 µM; 44,000 tested, 0.07% active; in the data active = inhibition above about 54%, passing the limit was not always enough; inconclusive = no clear call, values can overlap the other calls;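 note: inhibitors reduce the monomethyl H3K36 fluorescence signal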
Target sequence (O96028 whole entry, looked up): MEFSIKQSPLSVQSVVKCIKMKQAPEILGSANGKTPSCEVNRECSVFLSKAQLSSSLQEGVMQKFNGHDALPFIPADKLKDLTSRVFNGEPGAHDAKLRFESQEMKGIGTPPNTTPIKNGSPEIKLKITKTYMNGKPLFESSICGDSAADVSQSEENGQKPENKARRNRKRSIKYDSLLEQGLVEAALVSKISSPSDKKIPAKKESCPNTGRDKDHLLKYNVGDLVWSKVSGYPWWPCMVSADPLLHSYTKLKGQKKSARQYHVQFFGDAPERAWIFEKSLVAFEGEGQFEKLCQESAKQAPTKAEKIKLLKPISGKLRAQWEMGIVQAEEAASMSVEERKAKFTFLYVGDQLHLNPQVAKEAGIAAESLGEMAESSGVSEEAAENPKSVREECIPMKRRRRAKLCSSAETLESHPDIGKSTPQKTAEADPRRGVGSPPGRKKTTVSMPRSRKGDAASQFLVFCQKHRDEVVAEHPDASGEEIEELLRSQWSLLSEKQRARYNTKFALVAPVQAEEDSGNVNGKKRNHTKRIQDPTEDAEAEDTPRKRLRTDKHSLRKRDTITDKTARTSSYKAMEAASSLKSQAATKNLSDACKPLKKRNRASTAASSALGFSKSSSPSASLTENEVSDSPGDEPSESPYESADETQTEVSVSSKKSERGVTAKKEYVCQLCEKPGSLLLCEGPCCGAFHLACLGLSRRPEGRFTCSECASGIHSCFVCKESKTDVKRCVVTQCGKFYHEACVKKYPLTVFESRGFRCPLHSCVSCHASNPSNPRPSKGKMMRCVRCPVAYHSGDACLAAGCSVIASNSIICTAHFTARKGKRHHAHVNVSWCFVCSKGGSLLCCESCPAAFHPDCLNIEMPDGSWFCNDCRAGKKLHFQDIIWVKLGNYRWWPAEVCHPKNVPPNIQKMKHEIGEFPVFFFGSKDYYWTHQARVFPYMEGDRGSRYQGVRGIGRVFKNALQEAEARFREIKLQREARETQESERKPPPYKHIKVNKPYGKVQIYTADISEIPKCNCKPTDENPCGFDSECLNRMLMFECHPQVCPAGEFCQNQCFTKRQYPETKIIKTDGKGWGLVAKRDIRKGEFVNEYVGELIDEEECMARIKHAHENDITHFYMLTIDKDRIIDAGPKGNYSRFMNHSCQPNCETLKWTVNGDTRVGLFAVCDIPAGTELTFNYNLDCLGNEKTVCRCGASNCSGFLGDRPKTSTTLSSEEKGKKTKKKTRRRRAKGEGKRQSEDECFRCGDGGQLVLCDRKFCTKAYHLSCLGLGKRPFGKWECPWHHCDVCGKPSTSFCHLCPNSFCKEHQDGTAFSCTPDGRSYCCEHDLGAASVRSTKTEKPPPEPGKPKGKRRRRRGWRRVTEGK
The depositor's hits bear a star; i = inactive; ? = inconclusive. An excerpt, so the mix of outcomes need not match the whole.

Compound	NSD2 inh
C[C@H](CO)N1C[C@H](C)[C@H](CN(C)Cc2cccc(C(F)(F)F)c2)Oc2ncccc2C1=O	5
C[C@H]1CCCCO[C@@H](CN(C)C(=O)Nc2ccc3c(c2)OCO3)[C@@H](C)CN([C@@H](C)CO)C(=O)c2cc(NS(=O)(=O)c3cn(C)cn3)ccc2O1	i
Cc1ccc(S(=O)(=O)Nc2ccc3c(c2)CC(=O)N([C@@H](C)CO)C[C@@H](C)[C@H](CN(C)CC2CC2)O3)cc1	0
C[C@H](CO)N1C[C@H](C)[C@@H](CN(C)C(=O)Cc2ccncc2)Oc2ncc(C3=CCCC3)cc2C1=O	-4
C[C@H](CO)N1C[C@H](C)[C@H](CN(C)Cc2ccc(C(F)(F)F)cc2)Oc2c(NC(=O)CCCCCC(=O)Nc3ccccc3N)cccc2C1=O	-4
Cc1ccc(S(=O)(=O)N(C)C[C@H]2Oc3ccc(NC(=O)C4CCCCC4)cc3CC(=O)N([C@@H](C)CO)C[C@@H]2C)cc1	-1
COCC#Cc1ccc2c(c1)O[C@H](CN(C)C(=O)NC(C)C)[C@@H](C)CN([C@@H](C)CO)S2(=O)=O	1
C[C@H](CO)N1C[C@H](C)[C@H](CN(C)C(=O)Nc2cccc3ccccc23)Oc2ccc(NC(=O)Nc3ccccc3)cc2CC1=O	5
CC(C)NC(=O)N(C)C[C@H]1Oc2c(NC(=O)c3ccncc3)cccc2C(=O)N([C@@H](C)CO)C[C@@H]1C	-3
C[C@H]1CN([C@@H](C)CO)S(=O)(=O)c2ccc(C#CC3CCCC3)cc2O[C@@H]1CN(C)Cc1cncnc1	-3
CNC[C@H]1Oc2ncc(Br)cc2C(=O)N([C@@H](C)CO)C[C@H]1C	1
CCCC#Cc1ccc2c(c1)O[C@@H](CN(C)Cc1ccccn1)[C@H](C)CN([C@@H](C)CO)S2(=O)=O	-3
Cc1ccc(-c2cnc3c(c2)C(=O)N([C@H](C)CO)C[C@H](C)[C@@H](CN(C)C(=O)CN(C)C)O3)cc1	-1
CC1=C(C(=O)c2ccccc2)C(NC(=O)c2ccncc2)(C(F)(F)F)C(=O)N1Cc1ccccc1 (stereo not drawn)	-12
C[C@@H]1CN([C@H](C)CO)C(=O)Cc2cc(NS(=O)(=O)c3ccccc3)ccc2O[C@@H]1CN(C)Cc1ccc(-c2ccccc2)cc1	-10
C[C@H]1CN([C@@H](C)CO)C(=O)c2cccc(NC(=O)Nc3ccc(F)cc3)c2O[C@H]1CN(C)Cc1ccc(C(=O)Nc2ccccc2N)cc1	-5
C[C@H]1CN([C@@H](C)CO)C(=O)c2cc(NC(=O)Nc3ccc(F)cc3)ccc2O[C@@H]1CN(C)Cc1ccc(Oc2ccccc2)cc1	-2
C[C@H]1CN([C@@H](C)CO)C(=O)c2cc(NC(=O)CCCCCC(=O)Nc3ccccc3N)ccc2O[C@H]1CN(C)Cc1ccc(Oc2ccccc2)cc1	0
O=C(C[C@@H]1C=C[C@@H](NS(=O)(=O)c2ccc(F)cc2)[C@H](CO)O1)NCc1ccncn1	2
C[C@H]1CN([C@@H](C)CO)C(=O)Cc2cc(NC(=O)C3CC3)ccc2O[C@@H]1CN(C)Cc1ccc(C(F)(F)F)cc1	-1
C[C@H]1CN([C@@H](C)CO)C(=O)c2cc(NC(=O)C3CCCCC3)ccc2O[C@H]1CN(C)Cc1ccc(C(F)(F)F)cc1	-2
C[C@@H]1CCCCO[C@@H](CN(C)Cc2ccc(C(F)(F)F)cc2)[C@H](C)CN([C@H](C)CO)C(=O)c2cc(NS(=O)(=O)c3ccc(F)cc3)ccc2O1	-5
C[C@@H]1CCCCO[C@@H](CN(C)C(=O)CCC(F)(F)F)[C@@H](C)CN([C@H](C)CO)C(=O)c2cc(NC(=O)CCCCCC(=O)Nc3ccccc3N)ccc2O1	-9
C[C@@H]1CN([C@@H](C)CO)C(=O)c2cc(C3=CCCCC3)cnc2O[C@H]1CN(C)C(=O)c1ccc2c(c1)OCO2	1
O=C(N/N=C/c1ccc(CO)o1)c1ccccc1O	-3
C[C@H](CO)N1C[C@H](C)[C@H](CN(C)Cc2ccc(Oc3ccccc3)cc2)OCc2cnnn2CCCC1=O	-5
C[C@@H]1CCCCO[C@@H](CN(C)C(=O)Nc2ccc(C(F)(F)F)cc2)[C@@H](C)CN([C@H](C)CO)C(=O)c2cc(NC(=O)Nc3ccc4c(c3)OCO4)ccc2O1	-9
COC(=O)C1=COC(O[C@@H]2O[C@H](CO)[C@@H](O)[C@H](O)[C@H]2O)[C@@H]2[C@@](C)(O)[C@@H](OC(=O)/C=C\c3ccccc3)C[C@]12O (stereo partly drawn)	8
CC(C)CC#Cc1ccc2c(c1)O[C@H](CN(C)Cc1ccc(F)cc1)[C@H](C)CN([C@H](C)CO)S2(=O)=O	0
COc1ccc(CN(C)C[C@H]2Oc3ccc(NS(=O)(=O)c4cccs4)cc3C(=O)N([C@@H](C)CO)C[C@@H]2C)cc1	-3
C[C@H](CO)N1C[C@H](C)[C@H](CN(C)S(=O)(=O)c2ccc(F)cc2)Oc2c(NC(=O)Nc3ccccc3)cccc2C1=O	-6
CC(C)NC(=O)Nc1ccc2c(c1)C(=O)N([C@@H](C)CO)C[C@H](C)[C@H](CN(C)CC1CCCCC1)OCCCC[C@H](C)O2	9
COc1ccc(NC(=O)N(C)C[C@@H]2Oc3ccc(NC(=O)CCN4CCOCC4)cc3C(=O)N([C@@H](C)CO)C[C@H]2C)cc1	6
C[C@@H]1CN([C@H](C)CO)C(=O)c2cc(-c3cccc(C#N)c3)cnc2O[C@H]1CN(C)C(=O)c1cnccn1	1
COc1ccc(NC(=O)N(C)C[C@@H]2Oc3ccc(NS(=O)(=O)c4ccc(OC)cc4)cc3C(=O)N([C@H](C)CO)C[C@@H]2C)cc1	4
CCCC#Cc1ccc2c(c1)O[C@@H](CN(C)Cc1cccnc1)[C@@H](C)CN([C@@H](C)CO)S2(=O)=O	1
COc1ccccc1C#Cc1ccc2c(c1)O[C@@H](CN(C)Cc1cncnc1)[C@@H](C)CN([C@@H](C)CO)S2(=O)=O	-3
C[C@@H]1CN([C@H](C)CO)C(=O)c2cc(-c3ccccc3)cnc2O[C@@H]1CN(C)C(=O)c1ccccn1	-1
Cc1ccc(S(=O)(=O)Nc2ccc3c(c2)C(=O)N([C@H](C)CO)C[C@@H](C)[C@@H](CN(C)Cc2ccc(C(F)(F)F)cc2)O3)cc1	-10
C[C@@H]1CN([C@@H](C)CO)C(=O)c2cc(C#CCN(C)C)cnc2O[C@H]1CN(C)C(=O)c1ccc2c(c1)OCO2	6
C[C@@H]1CN([C@H](C)CO)C(=O)c2cccc(NC(=O)Nc3cccc4ccccc34)c2O[C@@H]1CN(C)S(C)(=O)=O	0
COc1ccc(-c2cnc3c(c2)C(=O)N([C@@H](C)CO)C[C@@H](C)[C@@H](CN(C)C(=O)CN(C)C)O3)cc1	3
C[C@@H]1CN([C@H](C)CO)S(=O)(=O)c2ccc(C#CC(C)(C)O)cc2O[C@H]1CN(C)Cc1ccc(F)cc1	-4
C[C@@H]1CCCCO[C@H](CN(C)S(=O)(=O)c2cn(C)cn2)[C@@H](C)CN([C@H](C)CO)C(=O)c2cc(NS(=O)(=O)c3cccs3)ccc2O1	-2
C[C@H]1CN([C@@H](C)CO)C(=O)Cc2cc(NS(=O)(=O)c3ccc(Cl)cc3)ccc2O[C@H]1CN(C)C(=O)Nc1ccc2c(c1)OCO2	0
C[C@@H]1CCCCO[C@@H](CN(C)C)[C@H](C)CN([C@H](C)CO)C(=O)c2cc(NC(=O)C3CCCCC3)ccc2O1	5
C[C@H](CO)N1C[C@H](C)[C@H](CN(C)S(=O)(=O)c2cn(C)cn2)Oc2ccc(NS(=O)(=O)c3ccccc3)cc2C1=O	0
C[C@@H]1CN([C@@H](C)CO)C(=O)c2cccc(NS(C)(=O)=O)c2O[C@H]1CN(C)Cc1ccncc1	0
O=C(O)CCCCCCC(=O)Nc1ccc(C2CC(CSc3nc(-c4ccccc4)c(-c4ccccc4)o3)OC(c3ccccc3)O2)cc1 (stereo not drawn)	41
C[C@H](CO)N1C[C@H](C)[C@@H](CN(C)C(=O)Nc2ccccc2)Oc2ccc(NC(=O)CCN3CCOCC3)cc2C1=O	?
CC(C)NC(=O)Nc1ccc2c(c1)C(=O)N([C@@H](C)CO)C[C@@H](C)[C@@H](CN(C)Cc1ccc3c(c1)OCO3)O2	0
Cc1noc(C)c1NC(=O)Nc1ccc2c(c1)C(=O)N([C@H](C)CO)C[C@H](C)[C@@H](CN(C)C(=O)Nc1ccc3c(c1)OCO3)O2	-8
CCOC(=O)/C=C/c1c(OC)cccc1OC	2
C[C@H]1CN([C@@H](C)CO)S(=O)(=O)c2ccc(C#Cc3ccc(F)cc3)cc2O[C@H]1CN(C)CC1CC1	3
C[C@@H]1CN([C@@H](C)CO)S(=O)(=O)c2ccc(-c3cncnc3)cc2O[C@H]1CN(C)C	-8
CNC[C@H]1Oc2ccc(N)cc2C(=O)N([C@@H](C)CO)C[C@@H]1C	1
Cc1noc(C)c1S(=O)(=O)N(C)C[C@@H]1OCCCC[C@H](C)Oc2ccc(NC(=O)Nc3cccc4ccccc34)cc2C(=O)N([C@H](C)CO)C[C@H]1C	-6
C[C@@H]1CN([C@H](C)CO)C(=O)c2cc(NC(=O)C3CCCCC3)ccc2O[C@@H](C)CCCCO[C@@H]1CN(C)Cc1ccc(C(=O)O)cc1	43
CNC[C@H]1Oc2ccc(NC(=O)C3CCCCC3)cc2C(=O)N([C@H](C)CO)C[C@H]1C	0
COc1ccc(CN(C)C[C@@H]2OCCCC[C@@H](C)Oc3ccc(NC(=O)Nc4ccc(C(F)(F)F)cc4)cc3C(=O)N([C@@H](C)CO)C[C@@H]2C)cc1	6

More results
compound | NSD2 inh
CC(C)(C)OC(=O)CC[C@@]12N=C(c3ccc(OCCCO)cc3)O[C@@H]1c1ccccc1CN(C(=O)c1ccccc1)C2=O | -2
C[C@@H]1CN([C@H](C)CO)C(=O)c2cc(NC(=O)c3ccncc3)ccc2O[C@@H](C)CCCCO[C@@H]1CN(C)Cc1ccc(C(F)(F)F)cc1 | -5
Cc1noc(C)c1S(=O)(=O)Nc1ccc2c(c1)C(=O)N([C@@H](C)CO)C[C@H](C)[C@H](CN(C)C(=O)CCCN(C)C)OCCCC[C@@H](C)O2 | 3
C[C@@H]1CN([C@@H](C)CO)S(=O)(=O)c2ccc(C#CCN(C)C)cc2O[C@@H]1CN(C)Cc1ccc2c(c1)OCO2 | -6
C[C@H]1CN([C@@H](C)CO)C(=O)c2cc(C#Cc3ccncc3)cnc2O[C@H]1CN(C)Cc1ccncc1 | -2
CC(C)NC(=O)Nc1ccc2c(c1)CC(=O)N([C@@H](C)CO)C[C@@H](C)[C@@H](CN(C)Cc1ccc(C(F)(F)F)cc1)O2 | -1
C[C@@H](O)C#Cc1ccc2c(c1)O[C@@H](CN(C)Cc1cncnc1)[C@@H](C)CN([C@@H](C)CO)S2(=O)=O | 39
COc1ccc(CN(C)C[C@@H]2Oc3ccc(NS(=O)(=O)c4ccc(Cl)cc4)cc3CC(=O)N([C@@H](C)CO)C[C@@H]2C)cc1 | -11
CN1CCN(C(=O)C[C@@H]2C[C@H]3c4cc(NC(=O)C5CCOCC5)ccc4O[C@H]3[C@H](CO)O2)CC1 | 3
CCCCCCCNS(=O)(=O)c1cccc2c(Cl)cccc12 | 3
C[C@@H]1CN([C@H](C)CO)C(=O)c2cccc(NS(=O)(=O)c3cn(C)cn3)c2O[C@H]1CN(C)C | 1
COCCOC(=O)N1C(=O)[C@@]2(c3cc(C#CCCO)ccc31)[C@H](C(N)=O)[C@H]1C(=O)O[C@H](c3ccccc3)[C@H](c3ccccc3)N1[C@@H]2c1ccc(OCCO)cc1 | 4

Entries listed so far that contain a thiophene ring, fused or not:
compound | NSD2 inh
COc1ccc(CN(C)C[C@H]2Oc3ccc(NS(=O)(=O)c4cccs4)cc3C(=O)N([C@@H](C)CO)C[C@@H]2C)cc1 | -3
C[C@@H]1CCCCO[C@H](CN(C)S(=O)(=O)c2cn(C)cn2)[C@@H](C)CN([C@H](C)CO)C(=O)c2cc(NS(=O)(=O)c3cccs3)ccc2O1 | -2

Three compounds already listed, ordered by length of the SMILES, low to high.
compound | NSD2 inh
O=C(C[C@@H]1C=C[C@@H](NS(=O)(=O)c2ccc(F)cc2)[C@H](CO)O1)NCc1ccncn1 | 2
COc1ccc(NC(=O)N(C)C[C@@H]2Oc3ccc(NS(=O)(=O)c4ccc(OC)cc4)cc3C(=O)N([C@H](C)CO)C[C@@H]2C)cc1 | 4
Cc1noc(C)c1NC(=O)Nc1ccc2c(c1)C(=O)N([C@H](C)CO)C[C@H](C)[C@@H](CN(C)C(=O)Nc1ccc3c(c1)OCO3)O2 | -8

(next part)
compound | NSD2 inh
C[C@H]1CN([C@@H](C)CO)C(=O)CCCn2cc(nn2)CO[C@H]1CN(C)CC1CCCC1 | 0
C[C@H](CO)N1C[C@H](C)[C@@H](CN(C)S(=O)(=O)c2ccccc2)Oc2ncc(C#Cc3ccccc3F)cc2C1=O | 1
CCCNC(=O)N(C)C[C@@H]1Oc2ncc(C3=CCCC3)cc2C(=O)N([C@@H](C)CO)C[C@@H]1C | -2
C[C@@H]1CN([C@@H](C)CO)C(=O)c2cc(NC(=O)Nc3ccc(C(F)(F)F)cc3)ccc2O[C@@H]1CN(C)C(=O)Nc1ccc(C(F)(F)F)cc1 | -5
COc1ccc(NC(=O)N(C)C[C@H]2Oc3ccc(NC(=O)Nc4ccc(C(F)(F)F)cc4)cc3CC(=O)N([C@@H](C)CO)C[C@@H]2C)cc1 | -7
COc1cc2c(cc1OC)C(C)N(C(=O)c1cc3c(C)cc(C)cc3[nH]1)CC2 (stereo not drawn) | 0
C[C@H](CO)N1C[C@H](C)[C@H](CN(C)S(=O)(=O)c2cn(C)cn2)Oc2ncc(C#CC(C)(C)O)cc2C1=O | -6

Two entries from above in another layout:
NSD2 inh	structure
1	C[C@H](CO)N1C[C@H](C)[C@@H](CN(C)S(=O)(=O)c2ccccc2)Oc2ncc(C#Cc3ccccc3F)cc2C1=O
-2	CCCNC(=O)N(C)C[C@@H]1Oc2ncc(C3=CCCC3)cc2C(=O)N([C@@H](C)CO)C[C@@H]1C

Source: PubChem (Broad Institute)
